mHTT CaM bind = mHTT-calmodulin interaction abrogation; inhibition, % at 15 µM; AlphaScreen His-mHTT/GST-CaM binding, luminescence; P42858; hit rate 3.6% among 190,000;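 note: 0% = both proteins with DMSO and 100% = one protein alone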
Target sequence (P42858 whole entry, looked up, stated change not applied): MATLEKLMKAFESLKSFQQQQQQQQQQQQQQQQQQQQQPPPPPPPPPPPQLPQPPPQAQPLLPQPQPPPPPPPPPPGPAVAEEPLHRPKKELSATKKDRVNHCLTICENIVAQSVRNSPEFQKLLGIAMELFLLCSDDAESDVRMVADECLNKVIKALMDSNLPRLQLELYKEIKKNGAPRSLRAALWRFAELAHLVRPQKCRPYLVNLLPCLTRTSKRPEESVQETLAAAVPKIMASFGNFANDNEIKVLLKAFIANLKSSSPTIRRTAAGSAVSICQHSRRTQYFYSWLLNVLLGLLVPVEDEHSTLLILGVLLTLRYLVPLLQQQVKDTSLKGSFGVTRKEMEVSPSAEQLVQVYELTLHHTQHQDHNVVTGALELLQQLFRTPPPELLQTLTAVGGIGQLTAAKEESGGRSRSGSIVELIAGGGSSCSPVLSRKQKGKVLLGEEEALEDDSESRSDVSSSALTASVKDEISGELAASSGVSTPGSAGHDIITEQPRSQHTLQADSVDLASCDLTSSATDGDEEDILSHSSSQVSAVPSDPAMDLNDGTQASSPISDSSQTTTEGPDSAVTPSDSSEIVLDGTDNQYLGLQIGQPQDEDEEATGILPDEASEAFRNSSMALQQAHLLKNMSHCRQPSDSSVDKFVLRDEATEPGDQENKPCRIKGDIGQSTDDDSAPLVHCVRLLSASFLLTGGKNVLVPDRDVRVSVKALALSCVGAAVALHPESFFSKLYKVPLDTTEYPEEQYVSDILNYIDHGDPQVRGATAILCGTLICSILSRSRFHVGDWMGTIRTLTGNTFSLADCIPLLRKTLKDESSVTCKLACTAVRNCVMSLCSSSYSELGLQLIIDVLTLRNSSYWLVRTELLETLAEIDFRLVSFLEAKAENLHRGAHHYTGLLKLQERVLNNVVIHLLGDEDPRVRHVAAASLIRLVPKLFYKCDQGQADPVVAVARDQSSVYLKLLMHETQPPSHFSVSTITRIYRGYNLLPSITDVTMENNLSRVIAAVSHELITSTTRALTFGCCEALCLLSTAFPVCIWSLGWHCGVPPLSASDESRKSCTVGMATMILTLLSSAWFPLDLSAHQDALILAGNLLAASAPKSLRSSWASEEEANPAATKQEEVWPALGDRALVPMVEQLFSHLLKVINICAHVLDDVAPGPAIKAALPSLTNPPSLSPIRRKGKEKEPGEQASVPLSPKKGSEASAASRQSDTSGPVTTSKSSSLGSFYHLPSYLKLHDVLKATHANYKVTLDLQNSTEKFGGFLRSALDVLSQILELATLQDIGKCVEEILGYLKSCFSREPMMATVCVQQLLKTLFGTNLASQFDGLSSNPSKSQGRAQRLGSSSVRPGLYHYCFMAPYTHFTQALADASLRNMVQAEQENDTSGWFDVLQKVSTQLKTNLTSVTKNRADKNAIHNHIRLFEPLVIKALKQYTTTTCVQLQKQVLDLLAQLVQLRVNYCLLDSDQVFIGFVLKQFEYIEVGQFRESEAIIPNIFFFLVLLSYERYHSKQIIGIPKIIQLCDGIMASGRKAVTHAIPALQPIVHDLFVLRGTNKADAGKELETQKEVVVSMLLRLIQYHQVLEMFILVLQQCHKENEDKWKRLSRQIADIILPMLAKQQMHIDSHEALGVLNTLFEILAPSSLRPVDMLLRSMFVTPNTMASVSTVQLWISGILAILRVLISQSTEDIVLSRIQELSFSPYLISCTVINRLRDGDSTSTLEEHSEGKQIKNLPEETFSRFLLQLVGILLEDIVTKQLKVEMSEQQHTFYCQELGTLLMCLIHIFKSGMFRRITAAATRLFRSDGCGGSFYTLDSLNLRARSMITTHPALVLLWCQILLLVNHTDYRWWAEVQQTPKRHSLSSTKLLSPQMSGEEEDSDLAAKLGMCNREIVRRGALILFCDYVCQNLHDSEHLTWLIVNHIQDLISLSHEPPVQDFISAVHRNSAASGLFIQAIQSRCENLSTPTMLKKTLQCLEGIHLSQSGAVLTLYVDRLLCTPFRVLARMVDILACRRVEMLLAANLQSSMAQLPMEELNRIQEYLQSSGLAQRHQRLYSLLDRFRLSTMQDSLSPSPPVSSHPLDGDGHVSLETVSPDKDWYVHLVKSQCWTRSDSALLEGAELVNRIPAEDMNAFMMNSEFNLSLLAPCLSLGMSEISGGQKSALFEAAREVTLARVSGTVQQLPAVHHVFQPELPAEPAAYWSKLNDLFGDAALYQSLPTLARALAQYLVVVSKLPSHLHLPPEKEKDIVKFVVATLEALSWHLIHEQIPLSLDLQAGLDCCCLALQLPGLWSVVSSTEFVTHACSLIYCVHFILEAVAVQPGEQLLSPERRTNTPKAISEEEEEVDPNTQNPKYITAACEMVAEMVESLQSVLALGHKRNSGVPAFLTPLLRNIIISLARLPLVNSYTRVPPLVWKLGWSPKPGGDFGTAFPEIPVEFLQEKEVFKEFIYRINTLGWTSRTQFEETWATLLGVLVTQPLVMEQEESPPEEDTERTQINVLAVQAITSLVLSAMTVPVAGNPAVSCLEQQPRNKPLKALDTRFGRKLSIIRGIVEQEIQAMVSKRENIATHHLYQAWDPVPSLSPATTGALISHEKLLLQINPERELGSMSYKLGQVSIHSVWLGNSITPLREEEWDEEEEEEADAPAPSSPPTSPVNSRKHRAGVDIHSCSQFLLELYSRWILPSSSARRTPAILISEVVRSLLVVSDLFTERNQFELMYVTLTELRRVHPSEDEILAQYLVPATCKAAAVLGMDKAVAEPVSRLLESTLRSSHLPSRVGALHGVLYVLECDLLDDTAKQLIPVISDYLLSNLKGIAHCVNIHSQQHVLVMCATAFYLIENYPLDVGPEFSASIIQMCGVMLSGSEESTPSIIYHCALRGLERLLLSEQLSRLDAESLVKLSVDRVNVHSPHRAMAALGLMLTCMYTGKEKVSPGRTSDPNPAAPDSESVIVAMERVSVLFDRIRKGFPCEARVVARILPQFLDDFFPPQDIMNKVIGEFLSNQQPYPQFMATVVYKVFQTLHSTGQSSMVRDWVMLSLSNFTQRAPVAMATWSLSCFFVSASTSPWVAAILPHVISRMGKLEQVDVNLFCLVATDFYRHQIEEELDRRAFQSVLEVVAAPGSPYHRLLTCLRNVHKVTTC
Pf apPOL block = Pf-apPOL DNA polymerase inhibition; Recombinant Pf-apPOL, molecular beacon fluorescence, 1.5 h; inhibition, % at 10 µM; hit rate 0.25% among 210,000; AID 1794808
Active calls of the source: *; i = inactive; . = not tested or not shown; & = joins results of further samples. Cut-off read from the data, not from the text of the source: active = inhibition above about 50%; inactive = the rest. Some of the compounds tested; rates above refer to the full screens.

SMILES	mHTT CaM bind	Pf apPOL block
CC(C)N1CCC2(CC1)N=C(c1ccc3c(c1)OCO3)CC(c1cc(Cl)ccc1O)N2 (configuration not stated)	7	-1
O=C(C1CCC1)N1CCCN(c2ncccc2-c2nc(C3CC3)no2)CC1	-10	0
Cn1c(CSCCOc2ccccc2)n[nH]c1=S	.	4
Cc1nc(-c2c(C(F)(F)F)oc3c(C)c(C)ccc3c2=O)cs1	12	-8
Cc1cn(CC(=O)c2ccccc2)c2ccccc12	7	1
COc1ccc(-c2nc3n(n2)C(c2ccccc2Cl)C2=C(CC(C)(C)CC2=O)N3)cc1 (configuration not stated)	0	-2
CCN1CCN(CC(O)COCC2COc3ccccc3O2)CC1 (configuration not stated)	-2	-4
Cc1nc2c(c(=O)[nH]1)C(c1cccnc1)C(C#N)=C(N)O2 (configuration not stated)	-6	3
O=C(c1ccccc1[N+](=O)[O-])N1CCCC(C(=O)N2CCCCCC2)C1 (configuration not stated)	-1	-1
Fc1ccc(C2=CC(c3ccccc3)n3c(nc4ccccc43)N2)cc1 (configuration not stated)	-10	21
Cc1cccc(OCC(=O)N2CC(CN(C)C)C3(CCOCC3)C2)c1 (configuration not stated)	-5	-5
Cc1ccccc1OC1C(=O)N(c2ccc(F)cc2)C1c1ccc2c(c1)OCO2 (configuration not stated)	-6	5
CC(C)C(=O)N1CCCC(COc2cccc(C(=O)N3CCCCC3)c2)C1 (configuration not stated)	10	-1
NC(=O)c1c(NC(=O)c2ccccc2Cl)sc2c1CCC2	4	2
COc1cc(-c2ccc(NC(=O)c3ccoc3C)c(OC)c2)ccc1NC(=O)c1ccoc1C	28	-1
Cc1ccccc1NC(=O)CSc1ccccc1	-9	2
Cc1ccc(NS(=O)(=O)c2ccc3nc(-c4ccccc4)[nH]c3c2)c(Br)c1	3	6
C=C(C)COc1ccc2c(c1)OC(=Cc1cc(OC)c(OC)c(OC)c1)C2=O	-15	-4
O=C(NCC1CCCO1)C(=O)NCC1COC2(CCCCC2)O1 (configuration not stated)	-3	-2
CC1C(=O)N(Cc2cn(Cc3ccco3)nn2)CCS(=O)(=O)N1Cc1ccc(-c2cccc(N(C)C)c2)cc1 (configuration not stated)	64*	-2
CCN(CC)CCn1c(=N)n(CC(O)c2ccc(OC)c(OC)c2)c2ccccc21 (configuration not stated)	-3	-4
CC(=O)c1ccc(NC(=O)Cc2ccc(F)cc2)cc1	-3	-3
N#CC(=Cc1c(Cl)cccc1Cl)c1nc(-c2ccc(Cl)cc2)cs1	.	-4
CCc1cc(=O)[nH]c(-n2nc(-c3ccccc3)cc2NC(=O)Nc2ccc3c(c2)OCO3)n1	-2	-10
Cc1n[nH]c(C)c1S(=O)(=O)NCc1cccs1	-5	2
Cn1c(C2CCN(C(=O)Nc3cccc(C(F)(F)F)c3)CC2)cc(=O)n2nccc12	-5	-2
Cc1ccccc1S(=O)(=O)NCc1ccc(N2CCN(C)CC2)cc1	.	-3
O=C1CSC(c2ccccc2F)N1c1ccc(F)cc1F (configuration not stated)	-10	1
CCc1nnc(NC(=O)C2CCN(c3ncnc4c3nc3n4CCCCC3)CC2)s1	4	-3
CCOc1ccc(Nc2cc(C)nc3nnnn23)cc1	7	-7
Cc1nc2ccccc2c2c1C(=O)N(Cc1ccccc1Cl)C2=O	8	-2
Cc1c(C)c2cc3c4c(oc3cc2oc1=O)CCCC4	-5	25
CCc1nc(C2CCCN(C(=O)Cc3cccs3)C2)n[nH]1 (configuration not stated)	36	16
COc1ccc(C2C(C(=O)c3cccs3)=C(O)C(=O)N2CCCN2CCOCC2)cc1OC (configuration not stated)	-2	-6
O=C(Nc1ccc(S(=O)(=O)N2CCOCC2)cc1)c1ccc(-c2ccccc2)cc1	15	12
CN(Cc1ccccc1)C(=O)c1cc(-c2ccc(Cl)c(Cl)c2)on1	-3	-7
COc1ccc(-c2coc3c4c(ccc3c2=O)OCN(CCCN2CCOCC2)C4)cc1OC	-2	-4
COCCCNC(=O)C1(C)CCC(=O)N1c1ccc(C)c(C)c1 (configuration not stated)	-8	6
Cc1cc(=O)oc2cc(OCc3cn(CC(=O)c4ccc(O)cc4)nn3)ccc12	13	3
CCNc1cc(NCCNC(C)=O)nc(C)n1	-9	-5
CCOc1ccc(CCNC(=O)c2cc3cccc(OC)c3oc2=O)cc1OCC	3	0
O=C(c1ccncc1)N1CCC2(C1)NCc1ccccc1NC2=NCc1ccccc1 (configuration not stated)	9	-9
COc1ccccc1CNC(=O)C1CCN(c2nnc(-c3ccccc3)o2)CC1	6	-2
O=C(Nc1nc2ccccc2[nH]1)c1ccc([N+](=O)[O-])cc1Cl	-3	2
Fc1ccc(Oc2ccc(-c3noc(-c4cnccn4)n3)cc2)cc1	-12	-4
CCc1onc(C)c1C1CCCN1Cc1cn(CC)c2ccccc12 (configuration not stated)	0	1
CCN(CC)Cc1c(O)ccc2c1OC(=Cc1cccc(Br)c1)C2=O	-3	-15
COc1ccccc1NC(=O)c1cccnc1	-4	-5
Cc1ccc(C(=O)N2CCCCC2)c(C2CCN(Cc3cccs3)CC2)n1	3	5
Cc1ccc(S(=O)(=O)N2CCN(Cc3ccccc3)CC2)cc1	.	5&-6
CCCSc1ccc(N)nc1	-6	-10
COc1ccc(Cl)cc1NC(=O)CSc1nnc(-c2c[nH]c3ccccc23)n1C	55*	-12
Cn1c(=O)c(-c2ccc(C(=O)NCC3CCCO3)cc2)nc2ccccc21 (configuration not stated)	-2	-5
O=C(C1=C(O)C(=O)N(CCCN2CCOCC2)C1c1cccs1)c1cccs1 (configuration not stated)	-5	.
O=C(Oc1ccc2c(-c3cc4cc(Br)ccc4oc3=O)cc(=O)oc2c1)c1ccco1	8	3
Cc1ccc(S(=O)(=O)N2CCC(CN3CCC(C)CC3)CC2)cc1C	-7	-1
O=C(NCc1ccccc1)c1c(O)c2cccc3c2n(c1=O)CC3	19	-1
COC(=O)c1ccccc1NC(=O)C1CC(c2cccc(Br)c2)=NO1 (configuration not stated)	-14	4
COc1ccc(C2NC(CC(C)C)(C(=O)O)C3C(=O)N(Cc4ccccc4)C(=O)C23)c(O)c1 (configuration not stated)	-1	-4
O=C(CN1C(=O)c2ccccc2C1=O)NC(c1ccccc1)c1ccccc1Br (configuration not stated)	9	3
(list continues)
SMILES	mHTT CaM bind	Pf apPOL block
O=C(COc1ccc2c(c1)C(=O)CC2)NCCC1=CCCCC1	-2	-8
CCOc1ccc(S(=O)(=O)N2CCC(c3nc(C(=O)N4CCCC4)c(C)o3)CC2)cc1	-2	-7
COc1ccc(Cc2nc3c4cnn(-c5ccc(C)cc5)c4ncn3n2)cc1OC	-5	-2
CS(=O)(=O)c1ccccc1C(=O)Nc1c2c(nn1-c1nc3ccccc3s1)CCC2	-11	-3
O=C(C1CCCN(c2cn[nH]c(=O)c2)C1)N1CCN(c2ccc(F)cc2)CC1 (configuration not stated)	0	-6
Cc1c(C)c(C)c(CSc2ccccc2NS(=O)(=O)c2cccc(C(F)(F)F)c2)c(C)c1C	.	2
Cc1ccc(OCC(=O)N2CCc3ccccc3C2)cc1C	-3	-3
COc1cccc(NC(=O)OCCN2CCN(Cc3ccccc3)CCC2=O)c1	7&12	-5&-11
COc1ccccc1-c1nc2ccc(C)cn2c1NC(=O)C1CCCC1	14	2
CCOC(=O)CCC(=O)Nc1nc2c(s1)COCC2	-14	-1
Cc1cccc(-n2nc3c(c2NC(=O)/C=C/c2ccco2)CSC3)c1C	95*	-4
COc1ccccc1C/C(N)=N/OC(=O)COc1ccc(Br)cc1	i	-50
C#CCOc1c(Cl)cc(C=O)cc1OCC	-4	-8
O=C(c1ccc(C(F)(F)F)cc1)N1CCN(c2nnc3ccccn23)CC1	-2	0
CCOc1ccc(N2CCN(C(=O)c3cccc(Cl)c3)C(C)C2=O)cc1 (configuration not stated)	-8	-4
Cc1cc(NC=C(C#N)C(=O)c2cc(C)oc2C(F)(F)F)no1	.	2
COc1ccc(N2CC(C(=O)N3CC4CC3C(=O)O4)CC2=O)cc1 (configuration not stated)	-9	-4
O=C(c1cc(Cl)ccc1F)N1CCC(c2nc(C3CC3)n[nH]2)CC1	2	0
O=C(NCc1cccs1)C1c2ccccc2CCN1C(=O)C1CC1 (configuration not stated)	0	-6
CCCCOc1ccc(NC(=O)Nc2ccc3c(c2)CN(C(=O)CC)CC3)cc1	1	-9
CN(CC(=O)N1N=C(c2cccs2)CC1c1ccccc1F)C(=O)C1CCCC1 (configuration not stated)	23	-1
CCCCNC(=O)N(C)c1nncnc1C(=O)NC	-2	2
Cc1nnc2n(-c3ccccc3)c(=O)c3c4c(sc3n12)CCCC4	11	-12
Cc1oc(C2CCN(C(=O)Nc3ccc4c(c3)OCO4)CC2)nc1C(=O)N1CCCC1	-5	-2
CC(C)c1nc(CN2CCc3ccccc3C2)cc(=O)[nH]1	-3	-5
Cc1cccc(NC(=O)c2ccc([N+](=O)[O-])o2)c1	10	-12
CCOc1cc(/C=C2/C(=O)ON=C2C)ccc1OCc1ccccc1F	44	-1
CSc1nccc(-c2cccnc2)n1	.	-8
COc1cccc(C2=NOC(C(=O)Nc3cc(Br)ccc3O)C2)c1 (configuration not stated)	5	4
CC(=O)Nc1ccccc1NC(=O)c1cccc(Cl)c1	-6	-2
O=C(NCCc1ccccc1)c1ccco1	-7	-4&-4
Cc1cccc(NC(=O)c2ccc(C(C)C)cc2)c1C	-4	-2
Cc1nc(C)c(C(=O)N2CCC(Oc3nc4c(F)cccc4s3)CC2)s1	9	-11
O=C(Nc1c2c(nn1-c1cccc(Cl)c1)CS(=O)C2)c1cccs1 (configuration not stated)	3	-37
O=[N+]([O-])c1ccc2nc(N3CCOCC3)sc2c1	3	-2
Cc1ccc(CS(=O)(=O)N2CCC(CN3CCCC(C)C3)CC2)cc1C (configuration not stated)	-1	-3
CCOC(=O)C1C(=O)C=C(c2ccc(C)cc2)CC1c1ccc(C)cc1 (configuration not stated)	-9	4
COc1ccccc1C=C1Oc2cc(OCC(N)=O)ccc2C1=O	7	-2
Cc1cccc(S(=O)(=O)N(C)CC2(C)CCOCC2)c1	-2	-3
COc1ccc(C2C=C(c3ccc(Br)cc3)Nc3ncnn32)cc1OC (configuration not stated)	29&9	-2&-16
COC(=O)c1[nH]c2cscc2c(=O)c1C(=O)OC	.	8
COc1ccc2[nH]cc(CCN3CC(C(=O)Nc4ccc5c(c4)CCC5)CC3=O)c2c1 (configuration not stated)	61*	-4
C=CCn1c(=O)c2c(ncn2CCC)n(-c2cccc(Cl)c2)c1=O	-4	-2
Cc1c(OC(=O)c2ccc3c(c2)OCO3)ccc2c1OC(=Cc1ccco1)C2=O	6	-2
CN(C)CCCN(C(=O)CSc1ccc(F)cc1)c1nc2ccc([N+](=O)[O-])cc2s1	7	-2
O=C1OC(c2ccc(F)cc2)=C/C1=C\c1cccc(Br)c1	1	7
N=C1S/C(=C\c2ccc(-c3ccccc3[N+](=O)[O-])o2)C(=O)N1c1ccc2c(c1)OCO2	26	-6
CC1=NOC(=O)/C1=C/c1ccc(OCc2cccc(F)c2)c(Br)c1	31	-2
CC1CCCCN1CC(=O)N1CCCc2c1c(=O)oc1ccc(OCc3ccccc3)cc21 (configuration not stated)	20	-7
CCOc1cc(C2Nc3ccccc3C(=O)N2Cc2ccccc2)ccc1O (configuration not stated)	-7	0
Cc1noc(-c2ccc(=O)n(CC(=O)NC3CCc4ccccc43)c2)n1 (configuration not stated)	-7	-7
CCOC(=O)CN1CC23C=CC(O2)C(C(=O)NCc2ccccc2OC)C3C1=O (configuration not stated)	-9	18
COc1cccc(CNC(=O)C2CCN(c3nnc4c(Cl)cccn34)CC2)c1	4	-5
CCCn1cc2c3c(cccc31)CN(C(=O)Cc1ccc(OC)cc1)CC2	57*	-2
Cc1ccc(C)c(NC(=O)COc2cc(C)nc(N3CCC(C)CC3)n2)c1	-4	1
Nc1nc(SCc2c(Cl)cccc2Cl)n[nH]1	.	-3&0
CC(=O)c1sc(NC(=O)c2ccn(C)n2)nc1C	-2	0
O=C(Nc1ccc(F)cc1)C1CCN(c2cc(C(=O)N3CCCC3)ccn2)CC1	4	1
CCn1c(C2CCN(C(=O)c3ccc(F)cc3F)C2)nc2cccnc21 (configuration not stated)	-4	-4
O=C(NCCCN1CCOCC1)c1cc2nc(-c3cccs3)cc(C(F)(F)Cl)n2n1	25	-4
